Assay outcomes deposited in PubChem BioAssay by NCI.
NCI-60 one-dose screen, 48 h, at 10 µM unless noted. Numbers give growth in % (100 = growth as untreated, 0 = no growth, -100 = all killed).
LOX IMVI = LOX IMVI melanoma | hit rate 7.4% among 79,000 | AID 1794757
SK-MEL-2 = SK-MEL-2 melanoma; hit rate 4.7% among 77,000
BT-549 = BT-549 breast cancer. AID 1794793. hit rate 4.4% among 78,000
HS 578T = HS 578T breast cancer | hit rate 4.1% among 78,000 | AID 1794788
MDA-MB-231 = MDA-MB-231 breast cancer. hit rate 5% among 81,000
MCF7 = MCF7 breast cancer | hit rate 6.3% among 82,000 | AID 1794796
MALME-3M = MALME-3M melanoma | hit rate 5.8% among 78,000 | AID 1794766
T-47D = T-47D breast cancer; hit rate 5% among 79,000
* = called active by the depositor; . = not tested or not shown; [ ] = another dose, or the depositor's remark. Rule for the calls: active = growth percent below 10; inactive = the rest.

SMILES	LOX IMVI	SK-MEL-2	BT-549	HS 578T	MDA-MB-231	MCF7	MALME-3M	T-47D
CNC(=O)c1cc(Oc2ccc(NC(=O)Nc3ccc(Cl)c(OC(F)(F)F)c3)c(F)c2)ccn1	17.2	14.4	60.4	51.9	35.3	17.1	1.7*	-2.8*
C=C(C)[C@@H]1CC[C@]2(CO)CC[C@]3(C)[C@H](CC[C@@H]4[C@@]5(C)CCC(=O)NC(C)(C)[C@@H]5CC[C@]43C)[C@@H]12	98.1	96.1	99.0	101.7	96.4	91.2	98.3	77.3
O=C(Cc1ccccc1)N(CCO)CCO	92.3	86.4	95.2	108.9	109.2	96.3	96.4	101.0
C=C1C(=O)O[C@H]2[C@H]1CC/C(COC(=O)NCc1ccc(Cn3c(=O)sn(CCCCl)c3=O)cc1)=C\CC[C@@]1(C)O[C@@H]21	-48.2*	49.0	51.8	88.2	14.4	5.6*	-57.1*	.
CCC(O)CN(C)C (stereo unspecified)	101.6	.	106.9	122.6	100.7	98.3	124.2	107.9
Cc1csc(NC(c2ccc(Br)cc2)c2cn(C)c3ccccc23)n1 (stereo unspecified)	85.1	90.8	95.8	88.2	81.0	104.9	92.8	61.8
N#Cc1nnc2c(C#N)c(NC(=O)c3ccccc3)nn2c1N	95.7	115.6	100.8	97.2	96.4	94.4	91.2	93.0
Cc1ccc(C2=NN3C(C2)c2cc(Cl)ccc2OC32CCN(Cc3ccccc3)CC2)o1 (stereo unspecified)	88.6	93.5	86.6	93.7	93.9	82.5	104.8	81.4
Cn1cc(-c2nc(-c3c[nH]c4c(Cl)nccc34)cs2)c2ccccc21	101.9	99.2	110.2	107.5	98.9	44.7	113.4	87.1
CCCN1C(=C(C#N)C#N)Sc2c1nc(C)[nH]c2=O	100.4	91.7	104.2	301.4	99.6	85.3	98.9	105.7
Cc1ccc(S(=O)(=O)CCc2nc(S(=O)(=O)c3ccc(C)cc3)c(NCCCN3CCOCC3)o2)cc1	91.3	89.4	95.0	100.5	95.6	90.1	104.5	81.5
Cc1[nH]c2ncnc(Nc3ccc(NC(=O)Nc4ccc(Cl)cc4)cc3)c2c1C	101.4	98.7	103.9	85.5	94.4	76.9	110.3	89.4
Cc1ccc(S(=O)(=O)Nc2ccc(-c3ccc4c(c3)NC(=O)/C4=C\c3ccc[nH]3)cc2)cc1	91.7	104.7	63.7	92.2	97.4	3.4*	90.0	18.8
O=C(c1ccccc1)c1ccc(N2C(=O)C3C4c5ccccc5C(/C=C/C(=O)c5ccccn5)(c5ccccc54)C3C2=O)cc1 (stereo unspecified)	-76.6*	74.7	22.2	9.8*	-9.0*	19.0	-18.2*	27.0
COc1ccc(N2CCN(CCC3=C(C)NC4OC(c5ccccc5)=NN4C3=O)CC2)cc1 (stereo unspecified)	90.9	118.6	111.6	91.8	98.7	81.1	112.6	107.7
COc1ccc(-c2nc3sccn3c2-c2nc3ccccc3[nH]2)cc1	98.2	108.9	92.4	89.9	114.4	85.9	108.1	104.7
O=C1/C(=C/c2ccc(O)cc2O)Oc2cc(O)ccc21	102.6	102.3	114.1	98.7	109.3	101.6	96.5	104.8
N/N=C(\N)c1ncc(-c2ccc(C(F)(F)F)cc2)c(NC2CCCCCC2)n1	95.9	115.0	90.0	95.2	102.4	81.7	110.5	86.2
CS(=O)(=O)c1ccc(-c2nn(-c3ccc(F)cc3)cc2C=O)cc1	98.9	106.2	95.8	109.5	90.7	97.8	78.8	109.1
C#Cc1cccc(NC(=O)c2ccc(Cl)cc2Cl)c1	98.5	98.6	111.2	108.3	117.5	90.3	108.5	95.2
CC(=O)c1ccc(Nc2ccnc(SCC(=O)c3ccc(-c4ccccc4)cc3)n2)cc1	98.2	97.3	90.5	96.6	78.0	92.6	86.4	71.4
CCOc1c(C#N)c(=Nc2ccc(S(N)(=O)=O)cc2)c(C#N)c2n1CC(c1ccccc1)=NN2	95.6	100.7	97.6	101.8	79.4	78.1	114.7	93.3
O=C1C=C(OCC=C(C(F)(F)F)C(F)(F)F)c2ccccc2C1=O	-62.4*	12.4	39.0	.	7.6*	-76.8*	-34.8*	-68.9*
Brc1sc2ccccc2c1Br	102.2	134.4	.	104.2	115.9	89.9	126.9	115.7
COc1cc(C)c(Br)c(C)c1	107.5	136.9	103.1	107.8	97.9	101.5	102.3	106.3
Nc1nc(=O)[nH]c(=O)[nH]1	.	86.0	99.9	.	112.2	99.6	96.3	96.2
CNC(=O)c1nnn(-c2ccccc2)c1N	100.8	108.1	123.1	104.6	106.6	101.0	103.6	109.9
Cc1ccc2c(n1)C(=O)C(Br)=C(CCc1ccccc1)C2=O	83.9	92.5	91.9	108.2	84.1	80.4	110.0	68.9
CC1(CCO)Oc2ccccc2O1	98.6	112.9	101.2	103.6	106.4	93.7	106.4	99.7
Nc1nc(Nc2ccccc2)nn1Cc1cc(F)cc(F)c1	103.4	116.2	94.8	92.1	104.3	92.6	103.9	87.0
COc1ccc(COC(C)=O)cc1	.	113.5	99.7	105.2	124.8	101.9	.	102.1
C[n+]1ccccc1C(=O)NCc1ccc(Cl)cc1Cl	100.1	99.9	111.6	97.0	108.7	92.8	111.3	102.3
O=S(=O)(c1ccccc1)N(c1ccccc1)S(=O)(=O)c1ccccc1	94.1	.	.	84.7	.	104.2	91.8	86.1
N#Cc1ccccc1C1CC(c2ccc(N3CCNCC3)cc2)=NN1 (stereo unspecified)	99.0	94.5	96.9	91.7	96.0	93.0	106.9	90.0
Oc1ccc(-c2[nH]ncc2-c2cnn(-c3ccccc3)c2)c(O)c1	87.5	116.7	97.9	81.4	81.5	75.5	96.4	79.8
Cc1c(C(=O)NCCN2CCOCC2)cn2ncnc(Oc3ccc(NC(=O)Nc4ccc(Cl)c(C(F)(F)F)c4)cc3)c12	-50.5*	-20.8*	45.6	-23.8*	7.2*	7.1*	-4.4*	15.0
NC(N)=N/N=C(\C=C\c1ccccc1)C(=O)O	102.5	100.9	100.1	.	111.6	98.7	101.2	109.0
C1=C(c2ccccc2)C(c2ccc(OCCN3CCCCC3)cc2)Oc2ccccc21 (stereo unspecified)	-76.9*	77.3	72.9	75.6	48.4	6.4*	2.4*	26.1
CN(C)CCN1C(=O)CC(c2ccccc2)Sc2ccccc21 (stereo unspecified)	93.9	90.7	103.2	100.8	108.5	86.9	110.8	95.9
CCOC(=O)C1CN(Cc2ccccc2)CCC1=O (stereo unspecified)	90.0	.	99.0	.	109.0	.	116.6	85.0

For convenience, 11 of the compounds above:
SMILES	LOX IMVI	SK-MEL-2	BT-549	HS 578T	MDA-MB-231	MCF7	MALME-3M	T-47D
Brc1sc2ccccc2c1Br	102.2	134.4	.	104.2	115.9	89.9	126.9	115.7
COc1cc(C)c(Br)c(C)c1	107.5	136.9	103.1	107.8	97.9	101.5	102.3	106.3
Nc1nc(=O)[nH]c(=O)[nH]1	.	86.0	99.9	.	112.2	99.6	96.3	96.2
CNC(=O)c1nnn(-c2ccccc2)c1N	100.8	108.1	123.1	104.6	106.6	101.0	103.6	109.9
Cc1ccc2c(n1)C(=O)C(Br)=C(CCc1ccccc1)C2=O	83.9	92.5	91.9	108.2	84.1	80.4	110.0	68.9
CC1(CCO)Oc2ccccc2O1	98.6	112.9	101.2	103.6	106.4	93.7	106.4	99.7
Nc1nc(Nc2ccccc2)nn1Cc1cc(F)cc(F)c1	103.4	116.2	94.8	92.1	104.3	92.6	103.9	87.0
COc1ccc(COC(C)=O)cc1	.	113.5	99.7	105.2	124.8	101.9	.	102.1
C[n+]1ccccc1C(=O)NCc1ccc(Cl)cc1Cl	100.1	99.9	111.6	97.0	108.7	92.8	111.3	102.3
O=S(=O)(c1ccccc1)N(c1ccccc1)S(=O)(=O)c1ccccc1	94.1	.	.	84.7	.	104.2	91.8	86.1
N#Cc1ccccc1C1CC(c2ccc(N3CCNCC3)cc2)=NN1 (stereo unspecified)	99.0	94.5	96.9	91.7	96.0	93.0	106.9	90.0

Carrying on.
SMILES	LOX IMVI	SK-MEL-2	BT-549	HS 578T	MDA-MB-231	MCF7	MALME-3M	T-47D
COCCOC(=O)C1=C(C)NC(=O)NC1c1ccc2c(c1)OCO2 (stereo unspecified)	98.6	103.9	106.1	102.9	98.8	96.8	99.8	98.4
COc1ccc(Nc2nnc(-c3ccc(OC)c(OC)c3)o2)cc1	59.2	90.5	61.8	94.2	55.7	90.9	106.2	79.1
CC(C)NC(=O)c1cc(-c2ccc(NC(=O)Nc3cc(C(F)(F)F)cc(C(F)(F)F)c3)cc2)nc2cccnc12	91.9[8.25 µM]	108.7[8.25 µM]	92.7[8.25 µM]	89.5[8.25 µM]	96.1[8.25 µM]	69.0[8.25 µM]	130.6[8.25 µM]	75.5[8.25 µM]
CCN(CC)CCCC(C)Nc1nc(-c2ccccc2)nc2ccccc12 (stereo unspecified)	86.5	114.3	77.9	103.5	91.3	88.3	110.0	91.4
CCN(CC)c1cc(/C=C/c2ccc(OC)c(OC)c2)nc2cc(Cl)c(Cl)cc12	111.6	119.7	104.1	108.3	75.4	97.9	111.3	85.3
C=CCSC(CC)(CC)C(=O)NC	100.1	109.5	.	106.2	114.0	94.6	114.8	101.9
Nc1ncnc2c1ncn2CCO	107.9	107.0	119.4	105.1	105.7	91.0	102.8	98.6
COc1cc(C2CC(c3cccc(Nc4ccncc4)c3)=NN2c2ccc(Cl)cc2)cc(OC)c1OC (stereo unspecified)	-88.8*	55.8	106.9	27.8	24.8	-36.1*	-85.2*	71.3
C=CN(C)S(C)(=O)=O	29.7	-8.1*	46.8	.	46.2	4.6*	28.3	16.8
CCOC(=O)Nc1ccc(F)cc1	99.2	101.8	102.8	106.8	102.4	92.8	99.3	98.7
NC(Cc1ccc(O)cc1)C(=O)N/N=C/c1ccccc1Cl (stereo unspecified)	98.9	101.4	93.9	104.4	98.1	90.9	96.2	95.8
CCCCCCCCSC(=O)n1cc(F)c(=O)[nH]c1=O	55.8	87.7	57.7	86.7	83.7	31.3	.	66.3
O=C1NN(c2ccccc2)C(c2ccccc2)=N/C1=C\c1cn(-c2ccccc2)nc1-c1ccccc1	96.1	.	106.0	107.4	103.0	94.1	100.0	103.1
CC(=O)Nc1ccc(-c2cn(-c3cccc(C(=O)Nc4ccc(F)c(C(F)(F)F)c4)c3)nn2)cn1	8.6*	88.9	103.0	8.0*	-4.3*	4.2*	2.1*	88.2
CCOC(CN=Cc1cc(C)c2[nH]c3ccccc3c2c1C)OCC	96.3	91.4	83.2	123.5	107.6	88.9	123.8	94.4
c1ccc(Cc2[nH]nc(-c3n[nH]c(Cc4ccccc4)c3-c3ccccc3)c2-c2ccccc2)cc1	78.4	104.5	108.7	114.8	98.5	96.8	98.2	104.3
CNC(=S)c1ccc(-c2cnc3ncc(Cc4ccc5ncccc5c4)n3n2)cc1F	.	88.5	83.5	62.0	58.6	69.1	95.3	85.8
COc1cc2c(cc1OC)[C@H](c1ccc3c(c1)OCO3)[C@@H](C)C(C)=C2	76.4	94.7	.	114.6	93.1	98.4	.	74.3
CC(=O)c1c(O)c2ccc(Cl)cc2[nH]c1=O	92.1	88.8	75.8	94.3	96.3	98.9	106.7	87.9
OC(CCCC(O)c1ccccc1)c1ccccc1 (stereo unspecified)	92.7	95.8	100.7	113.8	104.2	99.6	100.4	86.7
N#Cc1c(-c2cccc(Cl)c2Cl)cc(-c2c[nH]c3ccccc23)[nH]c1=O	.	87.7	24.3	.	.	35.8	54.4	63.4
CCOC(=O)c1cc2nc(OCC)nc(OCC)c2[nH]1	107.3	103.7	93.9	113.8	105.9	86.7	.	103.9
CCCCCCC(=O)CCC(=O)CCCCCCCC(=O)O	106.5	107.6	.	.	110.3	97.4	93.5	96.4
O=[N+]([O-])c1cccc(C2NC3=C(NNC(=S)O3)c3c2sc2c(F)cccc32)c1 (stereo unspecified)	98.2	118.2	99.6	.	82.6	81.4	105.7	103.8
O=C(Cc1ccc(/C=C/C(=O)c2ncc[nH]2)cc1)Nc1ccc(S(F)(F)(F)(F)F)cc1	-59.0*	.	64.3	.	70.4	12.4	88.0	57.6
CCOC(=O)c1sc2ccc(N)cc2c1NC(=O)c1ccccc1	93.5	98.8	91.2	95.4	93.4	91.1	121.4	92.2
Cc1cc(NCCCN(C)C)c2ccc3c(ccc4c(NCCCN(C)C)cc(C)nc43)c2n1	-76.0*	-62.8*	-91.4*	-42.7*	-77.4*	-89.0*	-89.2*	-34.2*
COc1cc2c(c(NC(C)=O)c1)N(C(C)=O)CCC2	92.3	107.0	106.1	111.7	107.2	95.5	117.5	87.7
COc1cc(NCCCCCN=C(N)NC(N)=NC(C)C)c2ncccc2c1	9.9*	20.1	-1.0*	64.0	22.0	-91.6*	-19.2*	24.6
COc1ccc(-c2nnc(SCc3ccc(O)c4ncccc34)o2)cc1	19.7	48.3	35.7	-0.1*	52.1	14.9	50.0	27.0
COc1ccc(C(O)(CCC(C)C)C(CN2CCOCC2)c2ccc(Cl)cc2)cc1 (stereo unspecified)	52.2	2.6*	62.2	103.0	68.5	55.6	39.2	87.5
O=C1NC(=O)[C@@H](CC(=O)n2c(-c3ccccc3)nc3ccccc32)N1	92.9	99.4	106.7	93.0	90.4	87.5	109.0	99.4
CNC(=O)OCCOC1CCC2(C)C(CCC3C2CCC2(C)C(C(C)CCCC(C)C)CCC32)C1 (stereo unspecified)	91.8	111.4	103.4	102.3	99.8	95.2	97.7	100.1
O=C(O)c1ccc(-n2cc(/C=N/Nc3ccc(F)cc3)c(-c3cc4ccccc4oc3=O)n2)cc1	46.6	83.3	80.0	95.3	83.7	66.1	79.8	63.7
Cc1cccc(Cc2cccc(C)c2O)c1O	93.6	97.6	103.1	108.4	91.5	93.1	.	101.9
